# Assay outcomes deposited in PubChem BioAssay by National Center for Advancing Translational Sciences (NCATS).
# GRP78 ERSR act = ER stress response induction in glioma; U87-MG GRP78 promoter luciferase reporter, 16 h; Potency, µM, without a hit: top-dose activation, actives largely listed as activators; 420,000 compounds, 0.02% hits; AID 602332; note: potency is the fitted concentration of half-maximal effect; series mostly up to about 76 µM; % of control where 0% means no effect; nearly all actives have a fitted effect of over 35% in size
#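 ERSR induction read as luciferase luminescence (Bright-Glo, 10 min at room temperature) in stably transfected human U87-MG glioma cells exposed to compounds for 16 h, using GRP78 as sensor.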
# RXFP1 agonist = RXFP1 (human) receptor agonism | Q9HBX9 | HEK293T-RXFP1 cAMP TR-FRET, 30 min; response scale: percent of porcine relaxin response, buffer zero | Potency, µM (top dose mostly 57.5 µM), without a hit: top-dose activation, hits mostly activators | 370,000 compounds, 0.3% hits | AID 2676; note: potency is the fitted concentration of half-maximal effect; % is set by controls: 0 for no effect and ±100 for the full control effect; nearly all actives have a fitted effect of over 60% in size; many of its hits are not listed in these tables
#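 HEK293 cells stably expressing RXFP1, treated 30 min at 37C with compounds plus PDE4 inhibitor Ro 20174; cAMP measured by HTRF TR-FRET. Normalized to buffer and 29 nM porcine relaxin; EC50 by Hill fit.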
# PI4K2A inh = inhibitors of human PI4K2A; purified PI4K2A, ADP-Glo luminescence, 1 h; stronger effect = lower value; activity change, negative = inhibition, % at 76.9 µM; Q9BTU6; 420,000 compounds, 0.13% hits; in the data active = activity change below about -50%; inconclusive = mostly about -30% to -49%;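 note: -100% = wells without enzyme as full effect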
#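 In this quantitative HTS, ADP production by PI4K2A was quantified luminescently after 1 h at ambient temperature; 100 microM adenosine served as plate-quality control.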
# LDHA inh = LDHA (human) enzyme inhibition; P00338; activity change, % (values are at about 110 or 230 µM); 480,000 compounds, 0.15% hits; purified LDHA, NADH/diaphorase-resazurin fluorescence; stronger effect = lower value; in the data active = activity change below about -30%; inconclusive = mostly about -25% to -30%;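 note: plate controls were DMSO wells for no effect and wells without enzyme for full effect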
#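 Resorufin fluorescence (ex540/em590), read at 0 and 20 min after diaphorase/resazurin addition, reports the NADH left after a 5 min room-temperature reaction of 2 nM human LDH5 with 0.06 mM NADH and 0.2 mM pyruvate.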
# USP1-UAF1 inh = USP1/UAF1 (human) deubiquitinase inhibition; O94782; recombinant USP1/UAF1, Ub-Rhodamine cleavage fluorescence; Potency, µM (top dose mostly 57.1 µM), without a hit: at the top dose activity change, negative = inhibition, actives largely listed as inhibitors; 390,000 compounds, 0.23% hits; AID 743255; note: potency is the fitted concentration of half-maximal effect; % is set by controls: 0 for no effect and ±100 for the full control effect; nearly all actives have a fitted effect of over 60% in size; inactives centre near -12
#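 1 nM enzyme complex + cpd, 15 min RT; start with Ub-Rho 150nM final; kinetic fluorescence ex 480/em 540, 6 reads q60 s. Buffer 50mM HEPES pH 7.8, 0.5mM EDTA, 0.1 mg/ml BSA, 1mM TCEP, 0.01% Tween-20.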
# Vif-A3F inh = Vif-A3F binding inhibition; HeLa A3F-eYFP + Vif (tagged APOBEC3F with the HIV-1 protein that degrades it), YFP fluorescence increase; Potency, µM (highest dose often 46.1 µM), inactives show at the highest dose activity, negative = active; 390,000 compounds, 0.2% hits; AID 602313; note: potency is the fitted concentration of half-maximal effect; % of control where 0% means no effect; nearly all actives have a fitted effect of over 65% in size
#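 Fluorescence increase (Ex 488/Em 500-530) after overnight compound treatment at 37 deg C flags inhibition of Vif-driven A3F-eYFP loss in stable HeLa A3F-eYFP/Vif cells seeded overnight beforehand.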
# TrxR1 substrate = substrates of rat thioredoxin reductase 1. purified TrxR1 substrate turnover, NADPH consumption readout. Potency, µM (series often up to 114 µM), for the others: at the highest dose activity change, negative = substrate turnover. 390,000 compounds, 0.01% hits. AID 588456; note: potency is the fitted concentration of half-maximal effect; % is set by controls: 0 for no effect and ±100 for the full control effect; nearly all actives have a fitted effect of over 50% in size
# Target sequence (O89049 whole entry, looked up): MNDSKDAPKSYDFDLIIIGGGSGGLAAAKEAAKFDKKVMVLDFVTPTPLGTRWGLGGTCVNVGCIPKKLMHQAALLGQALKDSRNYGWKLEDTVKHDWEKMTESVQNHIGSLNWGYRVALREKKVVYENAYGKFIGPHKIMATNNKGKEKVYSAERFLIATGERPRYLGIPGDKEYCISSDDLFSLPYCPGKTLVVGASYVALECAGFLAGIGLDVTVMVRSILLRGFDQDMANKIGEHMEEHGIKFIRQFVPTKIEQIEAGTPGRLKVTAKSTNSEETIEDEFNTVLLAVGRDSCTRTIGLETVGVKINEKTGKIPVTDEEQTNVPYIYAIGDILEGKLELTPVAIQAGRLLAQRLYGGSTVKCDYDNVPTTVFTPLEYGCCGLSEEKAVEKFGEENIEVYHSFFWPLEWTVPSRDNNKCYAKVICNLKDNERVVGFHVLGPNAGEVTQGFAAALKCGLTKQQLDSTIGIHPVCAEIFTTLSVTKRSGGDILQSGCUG
#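 Rat TrxR1, dispensed at 90 nM, was prereduced with 400 uM NADPH (final) for 5 min at ~22 deg C, then incubated with compound 15 min before 400 uM selenite. A first-read NADPH fluorescence drop versus no-compound background flagged substrates.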
# mIDH1 inhibitor = blocks human mutant IDH1 R132H enzyme; IDH1-R132H enzyme, NADPH consumption, diaphorase/resazurin fluorescence; AID 602179; 390,000 compounds, 0.093% hits; Potency, µM (series often up to 76.6 µM), for the others: at the highest dose activity change, negative = inhibition, actives largely listed as inhibitors; O75874; note: potency is the fitted concentration of half-maximal effect; % is set by controls: 0 for no effect and ±100 for the full control effect; nearly all actives have a fitted effect of over 65% in size
# Target sequence (O75874 whole entry R132H, stated change not applied): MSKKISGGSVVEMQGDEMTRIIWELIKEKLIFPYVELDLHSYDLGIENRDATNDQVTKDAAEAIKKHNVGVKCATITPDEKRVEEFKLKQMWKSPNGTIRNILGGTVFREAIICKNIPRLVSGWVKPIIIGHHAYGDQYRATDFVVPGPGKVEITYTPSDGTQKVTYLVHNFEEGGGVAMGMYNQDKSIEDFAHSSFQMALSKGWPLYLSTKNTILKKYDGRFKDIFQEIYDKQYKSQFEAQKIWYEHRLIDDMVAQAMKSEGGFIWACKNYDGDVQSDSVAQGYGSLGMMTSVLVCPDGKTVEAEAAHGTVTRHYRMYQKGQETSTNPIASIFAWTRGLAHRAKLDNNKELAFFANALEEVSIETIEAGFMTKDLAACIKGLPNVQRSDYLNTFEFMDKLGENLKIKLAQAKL
#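 IDH1-R132H (0.5 ug/mL) preincubated 30 min with compound, then NADPH (0.016 mM) and alpha-KG (2 mM) added; 80 min at RT, pH 7.5. Remaining NADPH coupled via diaphorase/resazurin to fluorescence (540/590 nm); concentration-response curves normalized to no-enzyme control.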
# Vif-A3G inh = blocks the Vif interaction with human APOBEC3G; Potency, µM (doses to about 46.1 µM), inactives show at the top dose activity, negative = active, most hits filed as inhibitors; HeLa A3G-eYFP + Vif (tagged APOBEC3G with the HIV-1 protein that degrades it), YFP fluorescence, overnight; AID 602310; 410,000 compounds, 0.076% hits; Q9HC16;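 note: potency is the fitted concentration of half-maximal effect; % is set by controls: 0 for no effect and ±100 for the full control effect; nearly all actives have a fitted effect of over 60% in size; hits raise eYFP signal because A3G escapes Vif-driven loss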
#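 Read-out is eYFP fluorescence (Ex 488/Em 500-530) from Vif-expressing HeLa A3G-eYFP cells; more signal means A3G escaped Vif-mediated degradation. Cells plated overnight, compound pinned in, incubated overnight at 37 deg C.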
# Numbers without * were called inactive; ? = inconclusive; / = not tested or not shown; & = joins results of further samples; [ ] = another dose, or the depositor's remark. Unless noted, calls come from the whole dose curve; as a rule, active = well fitted curve in the direction sought with a large enough effect; inconclusive = small, poorly fitted or top-dose-only effect, or another doubt; inactive = no such curve, though single readings can be large; an effect the other way counts as inactive or inconclusive. Only part of the results is shown; the hit share may differ from the screen's.
mol | GRP78 ERSR act | RXFP1 agonist | PI4K2A inh | LDHA inh | USP1-UAF1 inh | Vif-A3F inh | TrxR1 substrate | mIDH1 inhibitor | Vif-A3G inh
O=C(O)C(Nc1nc(C(F)(F)F)nc2ccccc12)c1ccccc1 (centres undefined) | -1% | -0.3% | -6 | -6 | -22% | 4% | 3% | 2% | 1%
O=C(Nc1cccc2cccnc12)c1ccc(Cl)cc1Cl | 4% | 0.0% | -1 | 0&1 | -21% | -7% | 4% | 8% | -7%
Cc1ccc(S(=O)(=O)Nc2cccc(C(=O)N3CCCC3)c2)cc1F | -2% | 2.8% | 1 | 0 | -15% | -16% | 5% | 10% | 0%
O=C(c1ccco1)N1CCN(C2CN(Cc3cn(Cc4ccccc4C(F)(F)F)nn3)S(=O)(=O)C2)CC1 (centres undefined) | -4% | / | 0 | -15 | / | / | / | / | -3%
Cc1ccccc1NS(=O)(=O)c1ccc2[nH]cc(C(=O)NCCCN3CCOCC3)c(=O)c2c1 | -4% | -3.4% | 6 | -4 | -6% | -2% | -9% | -2% | 2%
CC1(NC(=O)NCc2ccccc2)CCS(=O)(=O)C1 (centres undefined) | -3% | -2.6% | 2 | -3 | -19% | 3% | -1% | -3% | 4%
CC(=O)c1c(C)n(-c2ccc(Br)cc2)c2ccc(O)cc12 | -2% | 2.7% | -22 | -8 | -11% | -1% | -1% | -2% | 0%
O=C(NC(=S)Nc1ccc([N+](=O)[O-])cc1)c1ccco1 | 0% | / | 6 | -8 | ? | 2% | / | -4% | -3%
Cc1ccc2c(c1)C=CC(C#N)N2C(=O)c1ccccc1 (centres undefined) | -5% | -0.2% | -18 | -12 | -23% | 1% | -4% | 16% | ?
CC1CC1C(=O)OCC(=O)Nc1ccccc1Oc1ccccc1 (centres undefined) | -3% | -1.8% | 3 | -2 | -26% | 0% | -7% | 5% | 4%
Cc1ccccc1C(=O)Nc1cccc(-c2ccc(N3CCOCC3)nn2)c1 | 7% | 2.2% | 1 | -4 | -11% | -14% | 1%[57.1 µM] | -13% | -6%
Nc1ncnc2c1ncn2[C@@H]1O[C@H](CNCc2ccccc2OCC(=O)N2CCCCC2)[C@@H](O)[C@H]1O | -2% | / | -2 | -3 | -28% | 2% | 4% | 0% | -5%
Cc1cc(/C=C2/C(=O)N(C)C(=S)N2C)c(C)n1C1CC1 | 3% | 3.0% | -2 | 1 | -9% | -11% | -5% | 0% | -9%
COc1cccc(CN(C)CC(=O)Nc2cc(S(=O)(=O)N3CCCC3)ccc2Cl)c1OC | -6% | 1.3% | 3 | 0 | -20% | -2% | -7% | 4% | 2%
Cc1cccc(Oc2ncnc3onc(C)c23)c1 | -4% | 0.9% | -7 | 0 | -16% | -4% | -9%[57.1 µM] | 6% | -3%
COC(=O)c1ccc(COc2ccc(C(C)(C)C)cc2)o1 | -9% | 4.1% | -2 | -8 | -16% | -10% | -3%[57.1 µM] | -3% | 0%
OC1COC(c2ccccc2)OC1C(O)C1OC(c2ccccc2)OCC1O (centres undefined) | -4% | / | 18 | -10 | -6% | -8% | 5% | 5% | 0%
COc1cccc(Nc2cc(C)nc3nc(-c4ccc(Cl)cc4)nn23)c1 | 1% | 5.3% | -1 | -1 | -21% | 7% | 7% | 1% | 3%
COc1ccc(Br)cc1S(=O)(=O)N1CCN=C1c1ccccc1 | -4% | -0.5% | 7 | -1 | -7% | 1% | -7% | 10% | -1%
COc1ccc(OC)c(CNC(=O)CCn2c(=O)c3cccn3c3ccc(F)cc32)c1 | 2%&-3% | ? | -1&0 | -1&-12 | ? | -5%&-14% | 2% | -13%&-3% | 3%&2%

# Another view of some results above.
> CC1(NC(=O)NCc2ccccc2)CCS(=O)(=O)C1 (centres undefined)
  GRP78 ERSR act: -3%	RXFP1 agonist: -2.6%	PI4K2A inh: 2	LDHA inh: -3	USP1-UAF1 inh: -19%	Vif-A3F inh: 3%	TrxR1 substrate: -1%	mIDH1 inhibitor: -3%	Vif-A3G inh: 4%

> Cc1cc(/C=C2/C(=O)N(C)C(=S)N2C)c(C)n1C1CC1
  GRP78 ERSR act: 3%	RXFP1 agonist: 3.0%	PI4K2A inh: -2	LDHA inh: 1	USP1-UAF1 inh: -9%	Vif-A3F inh: -11%	TrxR1 substrate: -5%	mIDH1 inhibitor: 0%	Vif-A3G inh: -9%

> O=C(O)C(Nc1nc(C(F)(F)F)nc2ccccc12)c1ccccc1 (centres undefined)
  GRP78 ERSR act: -1%	RXFP1 agonist: -0.3%	PI4K2A inh: -6	LDHA inh: -6	USP1-UAF1 inh: -22%	Vif-A3F inh: 4%	TrxR1 substrate: 3%	mIDH1 inhibitor: 2%	Vif-A3G inh: 1%

> Cc1cccc(Oc2ncnc3onc(C)c23)c1
  GRP78 ERSR act: -4%	RXFP1 agonist: 0.9%	PI4K2A inh: -7	LDHA inh: 0	USP1-UAF1 inh: -16%	Vif-A3F inh: -4%	TrxR1 substrate: -9%[57.1 µM]	mIDH1 inhibitor: 6%	Vif-A3G inh: -3%

# Additional compounds.
mol | GRP78 ERSR act | RXFP1 agonist | PI4K2A inh | LDHA inh | USP1-UAF1 inh | Vif-A3F inh | TrxR1 substrate | mIDH1 inhibitor | Vif-A3G inh
CCOC(=O)c1cn(CC(=O)Nc2ccc(C(C)C)cc2)nn1 | -1% | -0.6% | 3 | -3 | -5% | 2% | 1% | 0% | 0%
CN(C)S(=O)(=O)Oc1cc(Cl)ccc1C(=O)Nc1ccc(F)cc1F | -4% | 0.8% | 13 | -5 | -14% | 7% | 5% | 12% | -2%
O=c1oc([C@@H](O)c2ccccc2)cc2ccccc12 | 0% | / | -2 | -11 | -25% | -1% | 3% | -7%[38.3 µM] | 0%
CCN(CC)S(=O)(=O)c1ccc(Cl)c(NC(=O)COC(=O)c2nc3nc(C)cc(C)n3n2)c1 | -3% | / | 7 | 0 | -19% | 0% | 6% | 10% | -7%
O=C(Oc1ccccc1F)c1nc(SCc2ccc(F)cc2)ncc1Cl | -1% | 2.3% | 2 | 0 | 3% | -3% | -7% | -2% | 1%
COCCNC(=O)C1(C)C=CC2(CCCCC2)N1C(=O)c1ccccc1 (centres undefined) | -3% | -0.2% | 4 | -2 | -21% | 5% | 0% | 1%[38.3 µM] | 0%
O=C(Nc1ncnc2c1CCC2)C12CC3CC(CC(C3)C1)C2 | -1% | 1.7% | 5 | -15 | -1% | -2% | 10% | 2% | 3%
O=C(O)c1ccc(NC(=O)c2ccccc2NC(=O)c2cccc(Br)c2)cc1 | -1% | -0.1% | 2 | -3 | -11% | 12% | -13% | 3% | 1%
O=C(Nc1ccc2c(c1)C(=O)OC2)c1ccc(Cl)cc1Cl | 0% | 14% | -4 | -5 | ? | ? | 5% | 3% | 2%
CCOC(=O)c1[nH]c(C)c(C(=O)NCCC2=CCCCC2)c1C | -8% | -0.4% | 6 | -1 | -5% | / | -6% | 3% | -6%
Cc1ccc(S(=O)(=O)N2CCOC2CNC(=O)C(=O)NCc2ccncc2)cc1 (centres undefined) | 0% | 4.1% | -7 | -8 | -20% | 6% | 6% | 6% | 1%
CCOC(=O)c1ccc(-c2csc(NC(=O)CN3CCC(C)CC3)n2)cc1 | 15% | 1.2% | 0 | -4 | 4% | 1% | 5% | -5% | -16%
c1ccc(-n2ncc3c(NCc4ccccn4)ncnc32)cc1 | 7% | 1.9% | -10 | -9 | 7% | -3% | 16% | 5% | 0%
CCOC(=O)c1ccc(Nc2cc(C)nc(N3CCOCC3)n2)cc1 | 1% | 7.6% | 9 | -2 | -8% | -7% | 8% | 4% | -9%
COCCn1c(C)cc(C(=O)COc2ccc(N(C)S(=O)(=O)c3ccc(C)cc3)cc2)c1C | -4% | 0.3% | 5 | 0 | -23% | 6% | -9% | 7% | -1%
O=C(O)Cc1ccc(NCc2ccccc2Cl)cc1 | -5% | 1.0% | -6 | -6 | -13% | 8% | 5%[57.1 µM] | -2% | 1%
O=C1/C(=C/c2ccc(Cl)cc2)SC(=S)N1CCC(=O)N1CCCCC1CCO (centres undefined) | -4% | -0.5% | 0 | 0 | -16% | -9% | 0% | 1% | 0%
COc1cc(C(=O)Nc2ccc(C)cc2)c(-n2cnnn2)cc1OC | -1% | 0.8% | -3 | -1 | -20% | 0% | 7% | 20% | 2%
COc1ccc(NC(=O)CCS(=O)(=O)c2cc3c(cc2C)NC(=O)CO3)cc1Cl | -3% | 3.5% | 15 | -1 | -23% | 7% | -1% | 6% | 1%
Cc1ccc(NC(=O)CNc2cc(S(=O)(=O)N3CCOCC3)ccc2NCC2CCCO2)cc1F (centres undefined) | -3% | 2.3% | 4 | 3 | -7% | 0% | -5% | 0% | -2%
O=C1CCCC2=C1C(c1ccsc1)CC(=O)N2c1ccccc1 (centres undefined) | 1% | 0.6% | -1 | -1 | -5% | -13% | 5% | 2% | 0%
CNC(=O)c1c(NC(=O)c2ccco2)sc2c1CCC2 | -3% | 0.2% | -6 | 0 | -22% | 4% | -4% | 15% | 0%
